# Screening data: PubChem, National Center for Advancing Translational Sciences (NCATS)
# RXFP1 antag: RXFP1 (human) relaxin receptor antagonism | Q9HBX9 | HEK293-RXFP1, relaxin-stimulated cAMP HTRF, 30 min; hits give low values | AID 1259400 | 350,000 tested, 0.59% active | activity change, negative = inhibition, % at 57.5 µM;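 active means activity change of -60% or lower, but not beyond a set lower limit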; further: on the % scale 0 is the no-effect control and ±100 the full control effect
# TRHR enhancer: allosteric enhancers of human TRH receptor; P34981; TRHR cells, fluo-8 calcium fluorescence, EC20 TRH enhancement; enhancement, % at 2 µM; 360,000 tested, 0.66% active; in the data active means enhancement above about 30%; further: 0% is about no effect
#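 TRHR-expressing cells loaded with fluo-8 calcium dye were read kinetically (ex 480/em 530) during compound addition, then stimulated with an EC20 of TRH (10 nM final). Enhancement of the Gq-mediated intracellular calcium response was scored.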
# D2 ag: D2 dopamine receptor (human) agonism; P14416; HEK293 T-REx D2 cells, calcium flux agonist mode; activation, % at 2 µM; 340,000 tested, 0.53% active;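 active means activation over 3 SD above normal in the single-dose calcium agonist read, cut at about 30% in these data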; further: 0% is about no effect
# Target sequence (P14416 whole entry, looked up): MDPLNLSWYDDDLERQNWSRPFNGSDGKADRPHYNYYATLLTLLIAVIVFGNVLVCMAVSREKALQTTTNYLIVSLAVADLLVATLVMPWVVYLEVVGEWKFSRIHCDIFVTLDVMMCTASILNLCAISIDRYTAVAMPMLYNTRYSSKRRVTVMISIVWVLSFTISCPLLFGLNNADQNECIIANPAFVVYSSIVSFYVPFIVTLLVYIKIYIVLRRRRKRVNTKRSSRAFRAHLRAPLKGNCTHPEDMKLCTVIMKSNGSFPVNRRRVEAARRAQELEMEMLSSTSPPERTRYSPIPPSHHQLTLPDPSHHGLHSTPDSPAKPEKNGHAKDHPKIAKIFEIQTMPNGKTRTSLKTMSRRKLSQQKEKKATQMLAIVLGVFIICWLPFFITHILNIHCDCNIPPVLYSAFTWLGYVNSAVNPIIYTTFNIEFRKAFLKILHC
#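 Agonism scored from kinetic calcium signal (1 read/sec, 180 s) following compound pin transfer, after a 10 s baseline. Cells: HEK293 Trex line expressing inducible D2 receptor coupled to calcium, dye-loaded after overnight culture at 30 C.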
# D1 agonist: agonists of human D1 dopamine receptor; P21728; HEK293 T-REx D1 cells, calcium flux, agonist mode; activation, % at 2 µM; 360,000 tested, 1% active; AID 504660; further: 0% is about no effect
# Target sequence (P21728 whole entry, looked up): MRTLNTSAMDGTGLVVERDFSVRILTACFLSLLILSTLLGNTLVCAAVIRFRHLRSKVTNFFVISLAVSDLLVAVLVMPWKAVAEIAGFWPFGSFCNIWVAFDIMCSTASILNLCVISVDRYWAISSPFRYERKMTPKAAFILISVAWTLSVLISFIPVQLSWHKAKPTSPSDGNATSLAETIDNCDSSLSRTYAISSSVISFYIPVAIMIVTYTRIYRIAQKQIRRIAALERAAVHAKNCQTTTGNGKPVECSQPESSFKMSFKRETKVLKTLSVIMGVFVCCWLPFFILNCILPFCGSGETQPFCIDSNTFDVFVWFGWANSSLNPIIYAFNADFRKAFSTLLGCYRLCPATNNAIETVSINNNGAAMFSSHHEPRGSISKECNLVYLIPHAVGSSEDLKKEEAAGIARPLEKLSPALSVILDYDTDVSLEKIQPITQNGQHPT
#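 Inducible HEK293 T-REx D1 cells, force-coupled to calcium signalling, were plated at 4000 cells/well with tetracycline and held overnight at 30 C. After no-wash calcium dye loading, compound-evoked calcium rise over 180 s flagged agonists.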
# D2 antag: antagonizes the human D2 dopamine receptor; 340,000 tested, 2% active; inhibition, % at 10 µM; P14416; AID 485344; HEK293 TREx D2 cells, calcium flux, dopamine EC80; in the data active means inhibition above about 30%; further: 0% is about no effect
#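 Read-out: kinetic calcium fluorescence (1 cycle/s) in inducible HEK293 T-REx D2 cells after an EC80 dopamine addition that followed 180 s compound preincubation. Loss of the dopamine response indicates antagonism.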
# TRHR agonist: agonists of human TRH receptor; 360,000 tested, 0.18% active; P34981; activation, % at 2 µM; TRHR cells, calcium flux fluo-8, FDSS agonist mode; further: 0% is about no effect
#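 TRHR-expressing cells, plated overnight in medium with 10% serum, were loaded with fluo-8 calcium dye at room temperature. After a 10 s baseline, library compound was pin-added and calcium release was recorded kinetically (ex 480/em 530) as agonist response.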
# D1 PAM: human D1 dopamine receptor positive modulation. HEK293 TREx D1 cells, calcium flux, dopamine EC20 potentiation. potentiation, % at 10 µM. 360,000 tested, 0.036% active; in the data active means potentiation above about 30%; further: 0% is about no effect
# D1 antag: human D1 dopamine receptor antagonism; HEK293 TREx D1 cells, calcium flux, dopamine EC80; hits give low values; activity change, negative = inhibition, % at 10 µM; 360,000 tested, 3.2% active; in the data active means activity change below about -30%; further: on the % scale 0 is the no-effect control and ±100 the full control effect
#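 Allosteric or orthosteric antagonism assessed as attenuation of the calcium response to EC80 dopamine, added 180 s after compound, in induced HEK293 Trex D1 cells loaded with no-wash calcium dye.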
# D2 PAM: positively modulates the human D2 dopamine receptor allosterically; P14416; AID 485347; HEK293 T-REx D2, calcium flux, EC20 dopamine potentiation; potentiation, % at 10 µM; 340,000 tested, 0.34% active;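 active means potentiation over 3 SD above the plate norm, cut at about 30% in these data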; further: 0% is about no effect
#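 Calcium flux readout, no-wash dye, 1 read/s. Inducible HEK293 Trex D2 line, overnight 30 C. Compound alone 180 s (agonist flags), then EC20 dopamine, another 180 s to score potentiation.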
# Active calls of the source: *; x = not tested or not shown; & = joins results of further samples. Unless noted, no stated cut-off is given here; in the data, active means activation above about 30%; inactive means the rest.
smiles	TRHR enhancer	D1 antag	D1 PAM	D1 agonist	D2 PAM	D2 ag	D2 antag	RXFP1 antag	TRHR agonist
COc1ccc(Cl)cc1NC(=O)C(C)N1Cc2ccccc2C1=O (stereo not drawn)	8	7	9	4	5	-1.0	x	-14	-0.5
COc1ccc(/C=C/C(=O)NC(=S)NNC(=O)c2ccco2)cc1OC	-4	-5	-4	4	-1	-0.8	-8	7	-0.3
COc1ccc(CCNC(=O)CSCC(=O)Nc2ccccc2)cc1OC	-8	2	-1	0	-3	0.6	3	12	-0.6
COc1ccc(-c2c3c(=O)n(C)c(=O)n(C)c3cn2-c2cc(OC)ccc2OC)cc1	8	-4	-7	0	9	0.9	-9	12	0.0
O=C1CC(N2CCN(c3ccccc3Cl)CC2)C(=O)N1c1ccc(F)cc1 (stereo not drawn)	7	-3	-2	6	0	-0.2	-14	-7	0.2
Cn1c(SCC(=O)c2ccc(-c3ccccc3)cc2)nnc1-c1ccco1	3	0	-7	2	0	-1.5	3	-15	-1.1
COc1ccc(N2Cc3cccc(C(=O)Nc4ccc(Cl)cc4)c3C2=O)cc1	1	-1	-3	0	1	1.5	x	x	0.6
COC(=O)c1ccccc1NC(=O)c1cccc(NC(=O)C(C)C)c1	-5	-1	-4	1	-8	-0.9	24	-3	-0.7

# Further entries.
smiles	TRHR enhancer	D1 antag	D1 PAM	D1 agonist	D2 PAM	D2 ag	D2 antag	RXFP1 antag	TRHR agonist
O=C(c1ccc(S(=O)(=O)N2CCCCC2)cc1)N1CCCC(C(F)(F)F)C1 (stereo not drawn)	1	-3	1	2	-16	-0.1	-3	0	0.4
Cc1cccc(N2CC(C(=O)O)CC2=O)c1C (stereo not drawn)	9	-10	0	2	3	-2.1	0	-13	-1.5
CCNC(=O)COC(=O)/C=C/c1ccccc1[N+](=O)[O-]	5	5	-2	1	18	0.3	7	1	-1.3
CCc1cccc(CC)c1NC(=O)c1cc(CN2C(=O)c3ccccc3C2=O)ccc1OC	9	-4	3	2	3	0.4	-8	3	-0.4
CC(C)(C)C(=O)Nc1ccc(Sc2ccc([N+](=O)[O-])cc2)cc1	-2	-34*	-10	7	-3	0.0	-6	x	-0.8
CC(=O)NNC(=S)NC(=O)c1ccccc1	28	15	-1	3	2	0.1	3	-13	-0.9
Cc1ccc(CN2CCN(C3CCN(C(=O)c4ccc(C)cc4)CC3)C(=O)C2=O)cc1	22	4	-1	2	9	0.0	x	-4	0.2
Cc1ccc(SCC(=O)NCc2ccccc2C)cc1	-2	-4	-2	0	-5	-0.6	-4	2	0.2

# Going on with the list.
smiles	TRHR enhancer	D1 antag	D1 PAM	D1 agonist	D2 PAM	D2 ag	D2 antag	RXFP1 antag	TRHR agonist
COc1ccccc1Nc1nc(Cl)nc(Nc2ccccc2OC)n1	-9	3	7	2	x	0.2	7	-4	-0.1
O=C(Nc1cccc(C(F)(F)F)c1)C(Sc1cccc[n+]1[O-])c1ccccc1 (stereo not drawn)	5	33	5	4	5	-0.7	-2	2	-0.3
CC1CCCCN1CC(=O)c1c[nH]c2ccccc12 (stereo not drawn)	3	-18	-10	2	2	-0.9	2	-15	0.9
N/C(CN1CCCC1=O)=N\OC(=O)c1ccccc1Cl	-3	-9	-3	3	3	1.0	-7	6	-0.1
O=C1CC(c2ccc(Cl)cc2)Sc2nc(-c3ccc(F)cc3)nn21 (stereo not drawn)	-4	2	-2	4	-1	-0.5	x	-5	-0.4
COc1ccc(CNc2nc3c(-c4cccc(F)c4)nnn3c3ccccc23)cc1	-1	5	0	-1	7	0.5	x	x	0.2
Cc1ccc(S(=O)(=O)N2[C@@H](c3cccc(Cl)c3)C(C(=O)O)=CC[C@H]2c2ccc(Cl)cc2)cc1	3	2	-5	0	-10	-0.8	4	x	-0.4
CCOC(=O)C1=C(O)C(=O)N(c2ccccc2)C1c1cccc([N+](=O)[O-])c1 (stereo not drawn)	0	1	16	3	-3	0.2	33*	-5	0.1

# (continued)
smiles	TRHR enhancer	D1 antag	D1 PAM	D1 agonist	D2 PAM	D2 ag	D2 antag	RXFP1 antag	TRHR agonist
O=S(=O)(c1cccs1)n1cnc2ccccc21	-3	-11	2	4	-4	0.6	2	11	-0.6
C[C@@]12CCC=C[C@H]1[C@H](c1ccc3ccccc3c1/C=C/c1ccccc1)N(Cc1ccccc1)C2=O	8	18	11	3	-5	-0.4	22	x	0.3
Cc1cc(=O)oc2cc(OCC(=O)NCCCn3ccnc3)ccc12	-3	12	-6	4	x	x	x	-7	0.6
Cc1nc2ccccn2c1C(=O)N/N=C/c1ccc([N+](=O)[O-])o1	-11	-6	-5	2	-2	0.1	-2	8	0.3
Cc1ccc(Cn2c(=O)n(-c3ccc(C)c(C)c3)c(=O)c3c(C)c(C)sc32)cc1	-3	6	2	5	7	-0.3	x	-2	-0.3
c1ccc(-c2cc(NCCN3CCCCC3)c3ccccc3n2)cc1	5	-28	-17	10	-19	0.6	-14	12	0.1
Cc1cc(C)nc(Sc2nc(Nc3ccccc3)nc(Sc3nc(C)cc(C)n3)n2)n1	7	-17	0	1	0	0.3	-4	2	0.1
CCC(=O)CCC(=O)c1ccc2ccccc2c1	5	0	-8	1	x	x	x	-13	-0.1

# Next entries follow.
smiles	TRHR enhancer	D1 antag	D1 PAM	D1 agonist	D2 PAM	D2 ag	D2 antag	RXFP1 antag	TRHR agonist
CC(CCc1ccc(O)cc1)NCc1ccc(Br)cc1 (stereo not drawn)	0	7	-12	31*	-15	39*	32*	-5	0.2
O=C(c1ccccc1Cl)N1CCN(C(=O)C2CCCO2)CC1 (stereo not drawn)	-3	14	-5	5	-1	0.1	-5	-3	0.5
COc1ccc(-c2ncccc2O)cc1	4	1	-8	2	-1	0.0	12	4	0.3
CC(=O)c1c(C)[nH]c(C(=O)OCC(=O)Nc2ccc(Cl)cc2[N+](=O)[O-])c1C	-3	-25	1	15	-10	1.2	1	-15	0.1
Cc1ccc(S(=O)(=O)N2CCN(S(=O)(=O)c3ccc4c(c3)OCCO4)CC2)cc1	0&-4	28&-8	3&0	0&1	2	0.5	-8	4	1.2&0.6
S=C(Nc1ccccc1Cl)N(CCCN1CCOCC1)Cc1ccccn1	-1	-8	4	0	-7	0.0	-10	-5	-0.1
O=C(/C=C/c1cnc2ccccc2n1)NC12CC3CC(CC(C3)C1)C2	-4	-3	0	0	9	-1.1	8	-11	-1.4
CC(C)Oc1cccc(-c2nnc(SCC(=O)Nc3ccc4c(c3)OCCO4)n2N)c1	3	-7	-11	2	0	1.3	10	0	-0.2

# Gathered by group, those above with an NH in an aromatic ring.
smiles	TRHR enhancer	D1 antag	D1 PAM	D1 agonist	D2 PAM	D2 ag	D2 antag	RXFP1 antag	TRHR agonist
CC1CCCCN1CC(=O)c1c[nH]c2ccccc12 (stereo not drawn)	3	-18	-10	2	2	-0.9	2	-15	0.9
CC(=O)c1c(C)[nH]c(C(=O)OCC(=O)Nc2ccc(Cl)cc2[N+](=O)[O-])c1C	-3	-25	1	15	-10	1.2	1	-15	0.1

# Next section
smiles	TRHR enhancer	D1 antag	D1 PAM	D1 agonist	D2 PAM	D2 ag	D2 antag	RXFP1 antag	TRHR agonist
c1ccc(-c2cnnc3ccccc23)cc1	0	-13	-1	1	9	-0.3	-1	x	-0.5
O=C(N/N=C/c1cc(Br)cc([N+](=O)[O-])c1O)c1ccc(NC(=O)c2ccc(F)cc2)cc1	-11	-7	-3	0	-13	-0.4	-5	2	0.1
COc1ccc(OCC#CCn2ccnc2)cc1	1	-2	-1	3	2	-0.3	3	4	0.4
Cc1cccc(C(=O)N2CCN(c3ccc(N4CCOCC4)nn3)CC2)c1	26	-9	-1	1	-3	0.0	7	-22	0.2
CCOC(=O)c1ccc(NC(=O)c2ccc(NS(C)(=O)=O)cc2)cc1	8	0	-5	-2	13	0.8	-1	-21	1.0
Cc1ccn2cc(C(=O)Nc3nnc(C)s3)nc2c1	3	-9	-2	1	17	0.0	5	38	0.4
O=C(Cn1nnc(-c2ccccc2NC(=O)C2CC2)n1)NC1CCCCC1	3	-5	-2	2	4	0.6	-6	26	-1.1
O=C(CSc1nncn1-c1ccccc1F)NC1CCCCC1	14	0	-3	2	-8	0.2	3	-1	0.5

# The results go on.
smiles	TRHR enhancer	D1 antag	D1 PAM	D1 agonist	D2 PAM	D2 ag	D2 antag	RXFP1 antag	TRHR agonist
COCC(C)n1c(C)cc(C(=O)COC(=O)CNC(=O)c2ccccc2)c1C (stereo not drawn)	1	1	-4	6	-3	-0.1	5	-1	0.1
O=C(NN1CCOCC1)c1ccc(Cl)c([N+](=O)[O-])c1	2	-10	9	0	-4	-0.5	-6	-2	0.2
COc1ccc(NS(=O)(=O)c2c(C)[nH]c(=O)[nH]c2=O)c(OC)c1	2	12	-1	-2	9	0.5	-10	-2	1.0
CCNC(=O)Nc1ccccc1C(=O)OC	-3	10	-5	3	-4	0.0	8	3	-0.8
CCCCOC(=S)NC(=O)c1sc2ccccc2c1Cl	-4	-14	-1	0	-10	-1.1	4	x	0.3
COc1cccc(C(=O)COc2cccc(NC(=O)c3ccco3)c2)c1	-2	-26	2	4	-1	0.1	9	-12	-0.4
CC(C)C(=O)Nc1ccc2nc(SCCOc3ccccc3)sc2c1	-3	44	0	4	-17	0.0	x	x	0.4
CCn1c(SCC(=O)Nc2cc(C)on2)nnc1-c1cccc(C)c1	0	-7	0	0	x	x	x	-1	-0.9

# A section from further up, for reference:
smiles	TRHR enhancer	D1 antag	D1 PAM	D1 agonist	D2 PAM	D2 ag	D2 antag	RXFP1 antag	TRHR agonist
CC(C)C(=O)Nc1ccc2nc(SCCOc3ccccc3)sc2c1	-3	44	0	4	-17	0.0	x	x	0.4
CCn1c(SCC(=O)Nc2cc(C)on2)nnc1-c1cccc(C)c1	0	-7	0	0	x	x	x	-1	-0.9

# (continued)
smiles	TRHR enhancer	D1 antag	D1 PAM	D1 agonist	D2 PAM	D2 ag	D2 antag	RXFP1 antag	TRHR agonist
Cc1cc(=O)[nH]c(SCC(=O)N2C(C)CCCC2C)n1 (stereo not drawn)	-5	0	-10	4	-7	0.0	-18	-17	0.0
CC(C)COc1ccc(C(=O)Nc2cccc(-c3nc4ccccc4[nH]3)c2)cc1	4	5	-2	5	x	-1.7	x	-9	-0.2
COCCCNC(=O)c1cn(C)c(=O)c2cc(OC)c(OC)cc12	3	0	-2	2	-3	-0.2	-9	21	0.5
O=C(Nc1ccccc1N1CCCCC1)c1ccc([N+](=O)[O-])o1	11	9	11	3	-3	1.1	4	-12	-0.1
CC(=O)c1c(C)oc2c1cc(O)c1ccccc12	12	-12	-2	3	-23	-0.3	2	5	0.6
Cc1ccc2nc(C)c(C(=O)N/N=C/c3cccs3)n2c1	-7	-2	-7	3	1	-1.4	2	-1	-0.2
CCOc1ccc(CC(=O)Nc2c(C(=O)c3ccc(F)cc3)oc3ccccc23)cc1OCC	-9	6	-3	0	7	-0.1	x	x	0.2
CCOC(=O)C1CCN(S(=O)(=O)c2c(C(=O)N3CCCCC3)c(C)n(C)c2C)CC1	1	1	-2	4	10	0.6	-1	25	-0.1
Nc1ncnc2sc3c(c12)CCNC3	4	2	6	0	24	0.8	4	-4	-0.7
O=S(=O)(/N=C(/c1ccccc1)N1CCCCC1)c1ccccc1	-6	0	1	0	-2	1.6	-10	-3	0.0
CCOC(=O)CC(=O)CSc1nnc(Cn2c(=O)sc3ccccc32)n1C	2	0	0	4	7	-0.6	-11	6	0.4

# An unsorted share of the library (roughly 7.1% active in at least one column).
